High-throughput results as filed in PubChem BioAssay.
Rhodamine autofl = qHTS Assay for Spectroscopic Profiling in Rhodamine Spectral Region | Rhodamine-region fluorescence, 547/598 nm, Tris buffer; hits give high values | hit rate 0.05% among 59,000 | max dye-equivalent concentration, M; in the data active means max dye-equivalent concentration above about 11 nM; inconclusive means between about 1.1 nM and that limit
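Intrinsic compound fluorescence, ex 547 / em 598 nm, CCD imager. Tris 100 mM pH 8.0; 15 min RT. Output = rhodamine dye-equivalent concentration at each compound concentration.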
HADH2 inh = qHTS Assay for Inhibitors of HADH2 (Hydroxyacyl-Coenzyme A Dehydrogenase, Type II) | recombinant HADH2, NADH fluorescence, beta-hydroxybutyryl-CoA | Potency, µM (titrated, usually from 57.1 µM), without a hit: at the top dose activity change, negative = inhibition, hits mostly inhibitors | 3-hydroxyacyl-CoA dehydrogenase type-2 (Homo sapiens), Q99714 | hit rate 3.4% among 73,000; further: potency means the concentration at half of the fitted maximal effect; on the % scale 0 is the no-effect control and ±100 the full control effect; nearly all actives have a fitted effect of over 60% in size; many of its hits are not listed in these tables
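E. coli-expressed His-tagged HADH2 tested at 20 nM in alkaline Tris buffer (pH 9.0); oxidation of 90 uM beta-hydroxybutyryl-CoA with 1 mM NAD+ tracked fluorimetrically for 4 min.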
TexasRed autofl = qHTS Assay for Spectroscopic Profiling in Texas Red Spectral Region; Compound fluorescence, Texas Red channel, 547/618 nm; hits give high values; max dye-equivalent concentration, M; hit rate 0.06% among 59,000; AID 587, 2007; in the data active means max dye-equivalent concentration above about 10 nM; inconclusive means between about 1.1 nM and that limit
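Compound fluorescence was read after 15 min at room temperature in 100 mM Tris, pH 8.0, using 547 nm excitation and 618 nm emission across a concentration series. It was expressed as Texas Red dye-equivalent concentration from an on-plate standard curve.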
Fluorescein fluor = qHTS Assay for Spectroscopic Profiling in Fluorescein Spectral Region; Compound autofluorescence, 480/540 nm, fluorescein-equivalent; hits give high values; max fluorescein-equivalent concentration, M; hit rate 0.91% among 59,000; AID 593, 2007; in the data active means max fluorescein-equivalent concentration above about 10 nM; inconclusive means between about 1.1 nM and that limit
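Normalized response (dye-equivalent concentration) derives from comparing each well's 540 nm emission, under 480 nm excitation, with plate-resident fluorescein standards. Compounds were held in 100 mM Tris, pH 8.0, for 15 min at room temperature.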
4MU fluor = qHTS Assay for Spectroscopic Profiling in 4-MU Spectral Region. max dye-equivalent concentration, M. hit rate 11% among 59,000. compound autofluorescence, 340/450 nm, 4-MU equivalents; hits give high values; in the data active means max dye-equivalent concentration above about 10 nM; inconclusive means mostly about 1.1 nM to 9.6 nM
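Compounds in 100 mM Tris, pH 8.0, sat 15 min at room temperature before fluorescence was read at 340 nm excitation/450 nm emission; a per-plate six-point 4-MU standard curve converted signals to dye-equivalent concentration at each compound concentration.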
Hsp90 Hop PPI = qHTS Assay for Disrupters of an Hsp90 Co-Chaperone Interaction. Hsp90 C-terminal peptide / TPR2A (Hop) interaction, human. AlphaScreen TPR2A-His6 binding biotin-Hsp90 C-terminal peptide. Potency, µM (series often up to 57 µM), for the others: top-dose activity change, negative = inhibition. hit rate 0.44% among 71,000. AID 595, 2007; active means well fitted curve in either direction with a large enough effect; inconclusive means small, poorly fitted or top-dose-only effect, or another doubt; further: potency means the concentration at half of the fitted maximal effect; on the % scale 0 is the no-effect control and ±100 the full control effect; many of its hits are not listed in these tables
Ub-GFP proteasome = Ubiquitin-GFP Assay; Potency, µM (highest dose often 45.9 µM), for the others: at the top dose activation (GFP accumulation), usual class: activators; 67,000 tested, under 10 active; Ubiquitin-GFP reporter cells, proteasome inhibition, GFP fluorescence; response scale: untreated = 0%, 10 µM MG-132 = 100%; active means well fitted activation curve with a large enough effect, not every such curve was filed as active; inconclusive means small, poorly fitted or top-dose-only effect, or another doubt; inactive means no such curve, though single readings can be large or run the other way; further: potency means the concentration at half of the fitted maximal effect
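Proteasome block read as GFP accumulation: ubiquitin(G76V)-GFP U2OS cells exposed to compound (2.9 nM–46 uM) for 4 hr at 37 C. Normalization used untreated cells as 0% and 10 uM MG-132 as 100%; concentration-response curves fitted.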
HBB splice mod = qHTS Assay for Modulators of Hemoglobin Beta Chain Splicing; HBB splicing reporter cell assay, activation; EGFP reporter with mutant IVS2-654 intron; response scale: normalised to 500 nM splice-correcting PNA; Potency, µM (series often up to 46.1 µM), inactives show at the highest dose activation, most hits filed as activators; hit rate 0.06% among 65,000; further: potency means the concentration at half of the fitted maximal effect; 0% is about no effect
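Compounds were applied for 2 days to HeLa EGFP-654 cells, 500/well in Optimem with 2% FCS. The reporter's EGFP is disrupted by mis-splicing of beta-globin intron IVS2-654. Readout: summed well GFP fluorescence from 488 nm laser scanning; reference was 500 nM antisense […] 654 PNA.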
Epigenetic mod = qHTS Assay for Epigenetic Modulators | mouse C127i GFP locus derepression, cytometry, 30 h | hit rate 0.09% among 68,000 | Potency, µM (series often up to 46.1 µM), without a hit: top-dose GFP derepression (activation); further: % of control where 0% means no effect
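Murine C127i mammary cells carrying a silenced, stably integrated CMV-driven GFP reporter were treated with compound for 30 hours at 37 C. After PBS washes, GFP-positive cells were counted by laser-scanning microplate cytometry.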
ALOX15 inhib = qHTS Assay for Inhibitors of 15-hLO (15-human lipoxygenase) | Potency, µM (top dose mostly 57.1 µM), inactives show top-dose activity change, negative = inhibition, most hits filed as inhibitors | purified 15hLO-1, xylenol orange hydroperoxide absorbance | hit rate 1.4% among 74,000 | AID 887, 2007; further: potency means the concentration at half of the fitted maximal effect; on the % scale 0 is the no-effect control and ±100 the full control effect; nearly all actives have a fitted effect of over 55% in size
Target sequence (P16050 whole entry, looked up): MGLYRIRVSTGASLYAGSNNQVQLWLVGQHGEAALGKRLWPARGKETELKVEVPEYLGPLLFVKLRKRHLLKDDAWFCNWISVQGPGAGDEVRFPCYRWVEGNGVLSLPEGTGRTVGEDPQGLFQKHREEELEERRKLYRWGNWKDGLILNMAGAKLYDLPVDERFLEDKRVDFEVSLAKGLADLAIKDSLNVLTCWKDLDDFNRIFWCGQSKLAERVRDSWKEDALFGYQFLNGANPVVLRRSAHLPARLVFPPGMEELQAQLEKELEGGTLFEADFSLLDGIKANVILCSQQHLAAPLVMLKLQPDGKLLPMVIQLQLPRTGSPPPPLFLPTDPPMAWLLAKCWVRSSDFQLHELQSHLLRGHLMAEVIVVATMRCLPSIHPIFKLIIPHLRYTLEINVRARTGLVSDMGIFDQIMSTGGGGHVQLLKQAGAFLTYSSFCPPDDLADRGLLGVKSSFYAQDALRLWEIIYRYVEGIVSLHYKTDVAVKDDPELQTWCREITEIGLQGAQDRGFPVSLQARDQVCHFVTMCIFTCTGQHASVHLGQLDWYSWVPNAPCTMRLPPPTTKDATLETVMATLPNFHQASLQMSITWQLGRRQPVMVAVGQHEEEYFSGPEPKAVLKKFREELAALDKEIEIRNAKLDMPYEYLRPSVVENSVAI
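Purified human 15hLO-1 (40 nM) in 25 mM Hepes pH 7.5, 0.01% Triton X-100, preincubated 15 min RT with compound, then 50 uM arachidonic acid for 6 min. Hydroperoxide read by ferrous/xylenol orange, 30 min; 573/405 nm absorbance ratio gave progress.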
DNA Pol III inh = qHTS Assay for Inhibitors of DNA Polymerase III Holoenzyme System. reconstituted DNA polymerase III holoenzyme replication, biochemical. Potency, µM (titrated, usually from 57.1 µM), without a hit: at the highest dose activity change, negative = inhibition. hit rate 0.25% among 71,000; further: potency means the concentration at half of the fitted maximal effect; on the % scale 0 is the no-effect control and ±100 the full control effect
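Reconstituted *E. coli* holoenzyme (0.35 nM Pol III, 1 nM beta, 154 nM SSB, 2 nM primase) was preincubated with compound for 15 min at RT. Synthesis on 1.4 nM ssM13Gori ran 35 min, then was stopped with PicoGreen/EDTA and read as dsDNA fluorescence.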
Active calls of the source: *; i = inactive; ? = inconclusive; nt = no result given; [ ] = another dose, or the depositor's remark. Unless noted, the call rests on the fitted dose curve; in most records, active means well fitted curve in the direction sought with a large enough effect; inconclusive means small, poorly fitted or top-dose-only effect, or another doubt; inactive means no such curve, though single readings can be large; an effect the other way counts as inactive or inconclusive. A portion of the library (hit frequency here may not be typical).

SMILES | Rhodamine autofl | HADH2 inh | TexasRed autofl | Fluorescein fluor | 4MU fluor | Hsp90 Hop PPI | Ub-GFP proteasome | HBB splice mod | Epigenetic mod | ALOX15 inhib | DNA Pol III inh
O=C(O)CCCC(=O)Nc1ccccc1-n1ccnc1 | i | 4.4% | i | i | i | -0.5% | -0.9% | 0.0%[57.5 µM] | 0.0% | 9.8% | -1.9%
Cn1cccc1-c1nc2ccc(NC(=O)c3cccs3)cc2[nH]1 | i | -8.2% | i | i | i | ? | 3.9% | -0.9% | 2.1% | -23.8% | 0.0%
Cc1cc(C)nc(NC(=O)CSc2nnnn2-c2ccccc2)n1 | i | 2.9% | i | ? | ? | 2.2% | -3.1% | -0.3% | 0.2% | 0.5% | -5.9%
CCOc1cc(S(=O)(=O)NCCc2cccc(C)c2)c(OCC)cc1-n1cnnn1 | i | 124.3%[activator] | i | ? | i | 12.2% | 2.1% | 0.0%[57.5 µM] | 3.5% | -6.3% | -2.7%
Cc1ccc(C)c(-c2nc3ccc(N)cc3[nH]2)c1 | i | 15.8µM* | i | i | 5.5e-08M* | -3.9% | -10.3% | -1.0% | 1.1% | 3.2% | -2.5%
CCC1S/C(=C(\C#N)C(N)=O)N(c2ccc(F)cc2)C1=O (stereo unspecified) | i | -21.4% | i | i | i | -0.9% | nt | -0.6%[0.369 µM] | -0.5% | 4.7% | -14.0%
COc1ccc2[nH]c(C)c(CCN3C(=O)C4CC=CCC4C3=O)c2c1 (stereo unspecified) | nt | -11.8% | nt | nt | nt | -7.3% | 0.0% | -0.7% | nt | -9.7% | 5.5%
O=C(Nc1ccc(-c2cn3ccsc3n2)cc1)C1CC1 | i | 16.5% | i | ? | i | -5.2% | 2.0% | 0.0%[57.5 µM] | 5.0% | -4.6% | -2.1%
Cn1c(=O)n(-c2cccc(Cl)c2)c(=O)n1C | i | 2.5% | i | ? | i | -1.9% | 0.0% | 0.7% | -2.6% | 0.8% | -0.8%
CCOc1ccc2oc(-c3ccccc3)c(C(=O)O)c2c1 | i | 25.1µM* | i | i | 4.95e-08M* | -0.2% | -0.9% | -1.6% | -2.7% | 4.1% | -1.1%
COc1ccc(CCC2(C)NC(=O)NC2=O)cc1 (stereo unspecified) | i | 20.7% | i | i | i | -1.4% | -3.5% | 0.2%[57.5 µM] | 1.9% | 7.4% | ?
CCC(=O)Nc1ccc(Cl)c(NC(=O)c2ccc(Br)o2)c1 | i | 330.5%[activator] | ? | ? | i | -3.9% | -10.6% | -0.1% | 8.4% | -4.7% | -1.1%
O=c1c(-c2cc(F)cc(F)c2)nc2cnc(Oc3ccccc3)nc2n1C[C@H]1CCCO1 | i | 13.6% | i | i | 1.19e-08M* | 0.4% | -5.1% | 0.6% | 0.0%[9.22 µM] | -4.1% | -5.8%
Cc1ccc(-n2ncc(-c3nnc(SCC(=O)NC4CCCC4)o3)c2N)cc1C | i | 11.4% | i | i | i | -2.8% | 1.1% | nt | -3.4% | 2.3% | -3.5%
CC(=O)c1c(C)nc2nonc2c1N | i | -5.3% | i | i | 1.03e-07M* | 2.5% | -6.5% | -2.0% | 0.0% | 16.7% | -1.0%
COc1ccc(CCNC(=O)C2CCN(S(C)(=O)=O)CC2)cc1OC | i | -10.8% | i | i | i | -2.1% | 0.4% | -0.6% | 0.0% | 3.4% | -4.7%

Given with each value named: part of the list above.
> O=C(O)CCCC(=O)Nc1ccccc1-n1ccnc1
  Rhodamine autofl: i
  HADH2 inh: 4.4%
  TexasRed autofl: i
  Fluorescein fluor: i
  4MU fluor: i
  Hsp90 Hop PPI: -0.5%
  Ub-GFP proteasome: -0.9%
  HBB splice mod: 0.0%[57.5 µM]
  Epigenetic mod: 0.0%
  ALOX15 inhib: 9.8%
  DNA Pol III inh: -1.9%
> Cn1cccc1-c1nc2ccc(NC(=O)c3cccs3)cc2[nH]1
  Rhodamine autofl: i
  HADH2 inh: -8.2%
  TexasRed autofl: i
  Fluorescein fluor: i
  4MU fluor: i
  Hsp90 Hop PPI: ?
  Ub-GFP proteasome: 3.9%
  HBB splice mod: -0.9%
  Epigenetic mod: 2.1%
  ALOX15 inhib: -23.8%
  DNA Pol III inh: 0.0%
> Cc1cc(C)nc(NC(=O)CSc2nnnn2-c2ccccc2)n1
  Rhodamine autofl: i
  HADH2 inh: 2.9%
  TexasRed autofl: i
  Fluorescein fluor: ?
  4MU fluor: ?
  Hsp90 Hop PPI: 2.2%
  Ub-GFP proteasome: -3.1%
  HBB splice mod: -0.3%
  Epigenetic mod: 0.2%
  ALOX15 inhib: 0.5%
  DNA Pol III inh: -5.9%
> CCOc1cc(S(=O)(=O)NCCc2cccc(C)c2)c(OCC)cc1-n1cnnn1
  Rhodamine autofl: i
  HADH2 inh: 124.3%[activator]
  TexasRed autofl: i
  Fluorescein fluor: ?
  4MU fluor: i
  Hsp90 Hop PPI: 12.2%
  Ub-GFP proteasome: 2.1%
  HBB splice mod: 0.0%[57.5 µM]
  Epigenetic mod: 3.5%
  ALOX15 inhib: -6.3%
  DNA Pol III inh: -2.7%
